S3 lipid droplet – qHTS Assay for Lipid Storage Modulators in Drosophila S3 Cells | Drosophila S3 cells, BODIPY lipid droplet fluorescence, 18-24 h; cells fed with added oleic acid | lipid storage change, negative = inhibition, % at the top dose, mostly 46.1 µM; hits show Potency in µM | 0.64% of 320,000 active; active means well fitted inhibition curve with a large enough effect in the signal ratio, with a control signal flat, not every such curve was filed as active; inconclusive means small, poorly fitted or top-dose-only effect, or effect the other way, or a change in a side signal; the % refers to the signal ratio
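Laser-scanning cytometry quantifies lipid droplet accumulation (500–530 nm total intensity; droplet/cell object ratio) in oleic acid-fed (400 uM added) Drosophila S3 cells treated with a concentration series. 20 uM Triacsin C defined 100% inhibition.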
S3 lipid droplet cell count max – recorded beside S3 lipid droplet, whose call it bears; cell number change, %; measured here: cell count max response;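 cells counted by Cell Tracker Red CMTPX staining in the red channel; peak over a dose series mostly up to 46.1 µM; percent activity relative to internal control wells on each plate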
An asterisk follows results filed as active; i = inactive; ? = inconclusive; / = no result given; [ ] = remark or other dose. On the % scale 0 is the no-effect control and ±100 the full control effect; potency means the concentration at half of the fitted maximal effect. This is a subset; rates above refer to the full screens.

SMILES	S3 lipid droplet	S3 lipid droplet cell count max
CC1N=C(c2ccccc2)c2cc(Br)ccc2NC1=O (stereo unspecified)	4%	-1
CN(C)C1(CNC(=O)c2cc(S(=O)(=O)N3CCOCC3)c(Cl)cc2Cl)CCCCC1	i	-11
CCCNC(=O)N1[C@H]2CC[C@@H]1C(C(=O)OC)=C(c1ccc(Cl)c(C(F)(F)F)c1)C2	i	-17
CC(C)Cc1nnc(NC(=O)CCC(=O)N2CCN(CCOC(c3ccccc3)c3ccccc3)CC2)s1	?	/
CCC(=O)N1N=C(c2c(O)n(CCc3ccccc3)c(=O)[nH]c2=O)CC1c1ccc(OC)c(OC)c1 (stereo unspecified)	?	/
CCCCn1c(=O)c(C(=O)Nc2ccc(C)cn2)c(O)c2ccccc21	-29%	-4
Cc1cc(C)cc(N2C(=O)NC(=O)/C(=C\C=C\c3ccco3)C2=O)c1	?	/
C=CCN1C(=O)NC(=O)/C(=C/c2ccc(N(C)C)c(Br)c2)C1=O	i	-6
O=[N+]([O-])c1ccc(-c2ccccc2)c([As](=O)(O)O)c1	?	/
C[C@@H]1CC[C@H]2[C@@H](C)C(=O)O[C@@H]3O[C@@]4(C)CC[C@@H]1[C@]32OO4	-14%	0
COc1ccccc1-n1c(-c2ccccc2Cl)nc2ccccc2c1=O	10%	3
CCN1C(=O)NC(=O)/C(=C\c2ccc(N3CCOCC3)cc2OC)C1=O	-8%	7
Clc1ccc(-c2nc3ccc(Cl)cn3c2CN2CCOCC2)cc1	i	/
COc1cccc(CN2CCNCC2)c1OC	?	/
Cc1ccc(N2C(=O)NC(=O)/C(=C\c3cc(C)n(-c4sc5c(c4C#N)CCCC5)c3C)C2=O)cc1	-17%	-17
N[C@@H](Cc1ccccc1)C(=O)N1C[C@H]2C[C@@H](C1)c1cccc(=O)n1C2	?	/
COc1ccc(CN2CCCC(C(=O)c3ccc(Cl)cc3)C2)c(O)c1 (stereo unspecified)	2%	-19
COC(=O)C1C(OC(=O)c2ccccc2)CC2CCC1N2C (stereo unspecified)	-13%	0
O=c1[nH]c(=O)n(-c2cccc(Cl)c2)c(O)c1/C=N/c1ccccn1	-7%	2
CCCc1cc(=O)oc2cc(OCC(=O)N3CCC(C(=O)O)(c4ccccc4)CC3)ccc12	1%	5
Cn1c(=O)oc2cc(S(=O)(=O)NCc3cccnc3)ccc21	?	/
COc1ccc(-c2cc(=O)oc3c(C)c(OC(C)C(=O)N4C[C@H]5C[C@@H](C4)c4cccc(=O)n4C5)ccc23)cc1 (stereo partly specified)	16%	/
Fc1ccc(C(OCCN2CCCC2)c2ccc(Br)cc2)cc1 (stereo unspecified)	?	/
COc1cccc(-c2cc(C(F)(F)F)n3nc(C(=O)N4CCC5(CC4)OCCO5)cc3n2)c1	?	/

For convenience, some entries already given.
SMILES	S3 lipid droplet	S3 lipid droplet cell count max
Cc1ccc(N2C(=O)NC(=O)/C(=C\c3cc(C)n(-c4sc5c(c4C#N)CCCC5)c3C)C2=O)cc1	-17%	-17
N[C@@H](Cc1ccccc1)C(=O)N1C[C@H]2C[C@@H](C1)c1cccc(=O)n1C2	?	/
COc1ccc(CN2CCCC(C(=O)c3ccc(Cl)cc3)C2)c(O)c1 (stereo unspecified)	2%	-19
COC(=O)C1C(OC(=O)c2ccccc2)CC2CCC1N2C (stereo unspecified)	-13%	0
O=c1[nH]c(=O)n(-c2cccc(Cl)c2)c(O)c1/C=N/c1ccccn1	-7%	2

Next part.
SMILES	S3 lipid droplet	S3 lipid droplet cell count max
Cc1ncc([N+](=O)[O-])n1CCOC(N)=O	-15%	1
Cn1cc(C(=O)N2CCCCC2)c2ccccc21	?	/
CCC(=NCC1CCCO1)c1c(O)n(-c2ccccc2C)c(=O)[nH]c1=O (stereo unspecified)	?	/
CC(=O)Nc1ccc(OCCF)cc1	9%	14
Cn1c(O)c(/C=C/C=Nc2ccccc2)c(=O)n(C)c1=S	-22%	14
COc1cc(C(=O)N/N=C/C23CC[C@@H](O)CC2(O)CC[C@@H]2[C@@H]3CCC3(C)C(C4=CC(=O)OC4)CCC23O)ccc1O (stereo partly specified)	-9%	-1
CCOC(=O)c1c(N)n(Cc2ccco2)c2nc3ccccc3nc12	13%	-10
Cc1cc(C(=O)Nc2ccccc2)nn1C(C)(C)C	1%	13
CCOC(=O)c1c(C)n(Cc2ccccc2)c2ccc(OCC(O)Cn3nc(C)nc3C)cc12 (stereo unspecified)	?	/
O=c1cccc2n1CC1CC2CN(c2ncnc3c2cnn3-c2ccccc2)C1 (stereo unspecified)	9%[9.22 µM]	-4
COCCCNC(=O)Cn1cc(/C=C2\C(=O)NC(=O)N(c3ccccc3F)C2=O)c2ccccc21	?	/
COc1ccc(CCNCc2ccc(F)cc2)cc1OC	?	/
CC(C)CNC(=O)c1c(N)n(Cc2ccc3c(c2)OCO3)c2nc3ccccc3nc12	?	/
CCN1C(=O)/C(=C/c2ccc3c(c2)CCN3CCCCl)C(=O)NC1=S	?	/
C=CCn1c(O)c(/C(CC)=N/NC(=S)Nc2ccccc2)c(=O)[nH]c1=O	11%	-1
Oc1ccc(Cl)cc1CN1CCN(Cc2ccccc2)CC1	i	16
CCN(CC)C(=O)c1ccc(NC(=O)COc2ccc(-c3nn(C)c(=O)c4ccccc34)cc2)cc1	i	-2
N=C1c2ccccc2CN1c1ccc(F)c([N+](=O)[O-])c1	-2%	/
COc1cc(CCN)ccc1O	?	/
O=C(Nc1ccc(C(F)(F)F)cc1)OC1CN2CCC1CC2 (stereo unspecified)	-14%	-1
CCOC(=O)Cn1cc(C(=O)c2ccccc2)c2ccccc21	?	/
Cc1nnc(SCc2nc3ccccc3c(=O)n2-c2ccccc2Cl)n1N	1%	2
O=S(=O)(c1ccc(Cl)cc1Cl)N1CCCC1c1cccnc1 (stereo unspecified)	2%	-2
NCCCC(=O)OC1N=C(c2ccccc2Cl)c2cc(Br)ccc2NC1=O (stereo unspecified)	?	/
COCCNC(=O)Cn1cc(C=C2C(=O)NC(=O)NC2=O)c2ccccc21	-9%	-12
COC(=O)CN1C(=O)C2(C(C(=O)OC)=C(N)Oc3ccccc32)C2=C1CC(C)(C)CC2=O (stereo unspecified)	?	/
O=c1[nH]c(=S)[nH]c(O)c1N=Nc1cccc(S(=O)(=O)N2CCOCC2)c1	-6%	0
Clc1ccccc1CN1CCN(c2ccccc2Cl)CC1	?	/
CCCCc1nc2ccccc2c(=O)n1-c1ccc(O)cc1	?	/
FC(F)(F)C1=NC(C(F)(F)F)=NP(N2CCOCC2)(N2CCOCC2)=N1	?	/
O=C(CN1CCN(Cc2cccc(Cl)c2)C1=O)N1CCC2(CC1)OCCO2	?	/
Cc1ccccc1-n1c(O)c(/C=C/C=Nc2ccccc2)c(=O)[nH]c1=O	7.3µM*	-25*
NC(=O)c1ccc(C(=O)Nc2ccc([As](=O)(O)O)cc2)cc1	-9%	0
CCNC(=O)[C@H]1O[C@@H](n2cnc3c(N)ncnc32)[C@H](O)[C@@H]1O	-9%	3
CCOc1cc2c(cc1OCC)-n1cccc1C(c1ccccc1OC)NC2 (stereo unspecified)	?	/
CCN(CC)P(=O)(c1nccn1C)N(CC)CC	11%	13
CC(C)c1ccc(N2C(=O)CC(=O)NC2=O)cc1	21%	/
Cc1cccc(-n2c(C)nc3ccccc3c2=O)n1	5%	-1
COc1ccc(OC)c(N=Cc2c(O)n(Cc3ccccc3)c(=S)[nH]c2=O)c1	0%	-7
COC(=O)C1=C(c2ccc(F)cc2OCc2ccccc2)C[C@@H]2CC[C@H]1N2C(=O)N1CCC(C)CC1	?	/
Nc1nc(SCCC(F)=C(F)F)n[nH]1	?	/
O=C(Cc1ccc(Br)cc1)N1CCN(Cc2ccccc2)CC1	i	/
CC(C)n1c(=O)c(C=Nc2ccc(F)cc2)c(O)n(Cc2ccco2)c1=O	?	/
Cn1c(O)c(C=NCCN2CCNCC2)c(=O)n(C)c1=O	1%	9
COc1ccc(CNCC(=O)N2CCC3(CC2)OCCO3)cc1	?	/
O=P(Nc1ccccc1Cl)(c1ccccc1)c1nc2c(s1)CCCC2 (stereo unspecified)	-7%	24
O=C1CCN(C(=O)C(Cl)Cl)N1	?	/
CN1C(=O)/C(=C\c2ccc(N3CCCCC3)o2)C(=O)NC1=S	-67%	/
CC(C)C[C@H](NC(=O)[C@@H]1CCCN1C(=O)[C@@H](N)Cc1ccc(O)cc1)C(=O)NCC(N)=O	-1%	/
COc1cccc(N2CCN(Cc3ccc(Cl)cc3)CC2)c1	?	/
O=C(Nc1cccc(Cl)c1)OC1CN2CCC1CC2 (stereo unspecified)	?	/
COC(=O)C1=C(c2ccc(OC(F)(F)F)cc2)C[C@@H]2CC[C@H]1N2C(=O)NCCO	11%	0
COc1cccc(CCNCc2cccc(C(F)(F)F)c2)c1	-6%	-18
C[C@H]1CCCC(=O)CCC/C=C/c2cc(O)cc(O)c2C(=O)O1	?	/
Clc1ccc(OCC#CCN2CCCCCC2)cc1	0%	-18
CCc1ccc(N2C(=O)NC(=O)/C(=C\c3cc(C)n(-c4cc(C(=O)O)cc(C(=O)O)c4)c3C)C2=O)cc1	i	-3
COC(=O)C1=C(c2ccc(C(C)=O)cc2)C[C@@H]2CC[C@H]1N2C(=O)NC1CCCCC1	?	/
O=c1c2ccccc2nc(-c2ccccc2F)n1-c1ccccc1	i	-12
Cc1[nH]c2ccccc2c1C(=O)C(=O)N1CCC2(CC1)OCCO2	8%	5
COc1ccc(-n2c(C)cc(C(=O)C[N+]34CCN(CC3)CC4)c2C)cc1	5%	4

Single records (already shown). Order of screens: S3 lipid droplet | S3 lipid droplet cell count max
`Cc1[nH]c2ccccc2c1C(=O)C(=O)N1CCC2(CC1)OCCO2` in the list: 8% | 5
`C[C@H]1CCCC(=O)CCC/C=C/c2cc(O)cc(O)c2C(=O)O1` in the list: ? | /
`COc1ccc(-n2c(C)cc(C(=O)C[N+]34CCN(CC3)CC4)c2C)cc1` in the list: 5% | 4
`COc1cccc(N2CCN(Cc3ccc(Cl)cc3)CC2)c1` in the list: ? | /
`COC(=O)C1=C(c2ccc(OC(F)(F)F)cc2)C[C@@H]2CC[C@H]1N2C(=O)NCCO` in the list: 11% | 0

The listing picks up; the 6 compounds before the break are reprinted first.
SMILES	S3 lipid droplet	S3 lipid droplet cell count max
Clc1ccc(OCC#CCN2CCCCCC2)cc1	0%	-18
CCc1ccc(N2C(=O)NC(=O)/C(=C\c3cc(C)n(-c4cc(C(=O)O)cc(C(=O)O)c4)c3C)C2=O)cc1	i	-3
COC(=O)C1=C(c2ccc(C(C)=O)cc2)C[C@@H]2CC[C@H]1N2C(=O)NC1CCCCC1	?	/
O=c1c2ccccc2nc(-c2ccccc2F)n1-c1ccccc1	i	-12
Cc1[nH]c2ccccc2c1C(=O)C(=O)N1CCC2(CC1)OCCO2	8%	5
COc1ccc(-n2c(C)cc(C(=O)C[N+]34CCN(CC3)CC4)c2C)cc1	5%	4
COc1ccc(C(C)=O)cc1CC(C(=O)c1ccc(Br)cc1)N(C)C (stereo unspecified)	4%	-2
O=C(c1ccc(CS(=O)(=O)c2ccccc2)o1)N1CCC2(CC1)OCCO2	?	/
COc1cccc(C2CC3C(=O)C=CC2N3Cc2ccccc2)c1 (stereo unspecified)	0%	1
COc1cccc(CNC(=O)Cn2c(=O)oc3cc(S(=O)(=O)N4CCCCC4)ccc32)c1	?	/
O=c1[nH]c(=O)n(C2CCCCCC2)c(O)c1C=NCC1CCCO1 (stereo unspecified)	12%	17
Cc1ccccc1-n1c(O)c(C=Nc2ccc3c(c2)OCO3)c(=O)[nH]c1=O	?	/
COC1=CC(=O)OC(/C=C/c2ccccc2)C1 (stereo unspecified)	3%	4
CN(C)CCN=Cc1c(O)n(C2CCCCCC2)c(=O)[nH]c1=O	-8%	7
CC(C)N1CCC2(CC1)NC(CO)(CO)CO2	10%	3
O=P(/C(=N/O)N1CCOCC1)(N1CCOCC1)N1CCOCC1	15%	/
OCC1CO1 (stereo unspecified)	?	/
COC(=O)C1=C(c2ccc(Cl)c(C(F)(F)F)c2)C[C@@H]2CC[C@H]1N2C(=O)NCC1CC1	i	-10
C[C@H]1C(=O)O[C@@H]2CCN3CC=C(COC(=O)[C@](C)(O)[C@]1(C)O)[C@H]23	?	/
COc1ccc(P2(=O)Nc3ccccc3N2)cc1	?	/
Cc1cccc(C)c1NC1=NCCCS1	-11%	-3

Screening data deposited in PubChem by National Center for Advancing Translational Sciences (NCATS).
